NCI-60 one-dose screen, 48 h, at 10 µM unless noted. Numbers give growth in % (100 = growth as untreated, 0 = no growth, -100 = all killed).
T-47D: T-47D breast cancer; hit rate 5% among 79,000
K-562: K-562 leukemia; hit rate 7.4% among 78,000
HS 578T: HS 578T breast cancer. hit rate 4.1% among 78,000. AID 1794788
BT-549: BT-549 breast cancer. hit rate 4.4% among 78,000. AID 1794793
LOX IMVI: LOX IMVI melanoma | hit rate 7.4% among 79,000 | AID 1794757
MDA-MB-231: MDA-MB-231 breast cancer. hit rate 5% among 81,000
MDA-MB-468: MDA-MB-468 breast cancer. hit rate 8.5% among 78,000. AID 2202374
MCF7: MCF7 breast cancer. hit rate 6.3% among 82,000. AID 1794796
Active calls of the source: *; nt = not tested or not shown; & = joins results of further samples; [ ] = dose if it differs, or a comment. Rule for the calls: active = growth percent below 10; inactive = the rest.

SMILES	T-47D	K-562	HS 578T	BT-549	LOX IMVI	MDA-MB-231	MDA-MB-468	MCF7
CN1C(=O)CN(CCN2CC(=O)N(C)C(=O)C2)CC1=O	102	105	103	112	101	110	106	94
CN(CCCCCl)P(=O)(OCc1ccc([N+](=O)[O-])o1)C(F)(F)C[C@H](NC(=O)CNC(=O)c1ccc(N=[N+]=[N-])cc1)C(=O)NCCc1ccc(O)cc1 (stereo partly drawn)	91	40	84	79	79	108	12	62
CC(C)c1ccc(NC(=O)Nc2ccc(NC(=O)CCCC(=O)NO)cc2)cc1	92	106	98	114	109	105	103	98
CN(C)CCN(Cc1ccc(Cl)s1)c1ccccn1	79	105	88	91	83	86	81	95
CC(C)(C)OC(=O)N1CCN(c2nc3ccc(F)cc3c3c(=O)c4cc(F)ccc4sc23)CC1	92	110	90	93	93	93	102	100
Cc1ccc(/C=C2\Oc3cc(C)c(Cl)c(C)c3C2=O)cc1	83	nt	93	107	93	79	95	82
C=CCNC(=S)NCC=C	93	110	116	139	104	105	105	98
CCN(CC)CCCC(C)Nc1ccnc2cc(Cl)cnc12 (stereo not drawn) (tested in a mixture with another compound)	98	108	101	116	115	93	100	104
CC1(C)CC[C@]2(C(=O)O)CC[C@]3(C)C(=CC[C@@H]4[C@@]5(C)C/C(=C/O)C(=O)C(C)(C)[C@@H]5CC[C@]43C)[C@@H]2C1	62	32	74	89	27	111	77	29
Cc1n[nH]c(C)c1Br	102	109	99	95	106	103	97	97
C1=CC2C3CCC(C3)C2C1 (stereo not drawn)	96	97	106	87	97	96	101	97
N=c1c2cc(-c3ccccc3)oc2ncn1/N=C/c1ccc(N2CCOCC2)cc1	103	103	98	91	94	90	106	90
N#Cc1ccccc1Cn1cc(CSc2nc3ccccc3s2)nn1	95	99	100	97	102	101	101	92
Cc1ccc2cc(CC(=O)NCCc3c[nH]c4ccccc34)oc2c1	96	121	100	90	92	68	86	91
CC(N)CCCC(C)(C)O (stereo not drawn)	102	93	103	120	102	114	102	104
CCCCNC(=O)c1c(C)[nH]c(-c2nc3ccccc3[nH]2)c1C	96	87	100	116	97	90	103	96
CCCC(=O)Oc1ccc(/C(=C(/C)Cc2cccc(OC)c2)c2ccc(OCCN3CCCCC3)cc2)cc1	62	35	89	95	86	111	87	38
CCCC(=O)c1cc(C)cs1	93	nt	104	106	99	96	102	105
COc1cc(/C=C/C(=O)c2ccc(C(F)(F)F)cc2)ccc1Oc1nc(NCCO)nc(N2CCOCC2)n1	83	6.5*	82	93	nt	93	86	17
Cc1n(Cc2ccc3ccccc3n2)c2ccccc2[n+]1Cc1ccc2ccccc2n1	45	59	106	94	96	100	26	70
O=C(c1cc[n+](CCc2ccccc2)cc1)N1CCOCC1	96	108	105	84	97	104	113	98
O=C1CC(Sc2n[nH]c(-c3ccncc3)n2)C(=O)N1c1ccc(Br)cc1 (stereo not drawn)	94	88	111	122	100	99	99	100
Clc1cc(-c2ccccc2)nc(Cl)n1	90	101	113	100	95	116	98	101
CCOC(=O)c1nnc(SC)nc1SC	120	89	86	99	98	112	107	113
CCOC(=O)c1cocc1C(=O)O	104	93	100	108	103	118	103	101
COc1ccc(C2=CC(c3ccc(C)cc3Br)N3C(C)=CSC3=N2)cc1OC (stereo not drawn)	96	98	107	105	103	120	95	98
O=C(Nc1nccs1)c1ccc(COc2ccccc2)o1	79	97	108	119	63	104	94	86
Cc1ccc2c(c1)C(C)Cc1c(N(C)C)ncnc1N2C (stereo not drawn)	35	13	6.9*	31	38	56	13	17
O=C(NOC1OC(CO)C(O)C(O)C1O)Nc1ccc([N+](=O)[O-])cc1 (stereo not drawn)	111	75	105	112	99	103	nt	103
C(#Cc1ccccc1)COCC1CO1 (stereo not drawn)	99	91	96	nt	87	100	75	92
CC[N+]([O-])(CC)CCNc1ccc(CO)c2sc3ccccc3c(=O)c12	95	108	111	104	95	112	104	87
CC1CCN(C2=NC(=O)/C(=C\c3ccc(OCc4ccc([N+](=O)[O-])cc4)cc3)S2)CC1	88	85	101	92	97	98	100	96
CC(=O)NC(N)=O	96	99	102	107	96	115	105	95
CCOC(=O)c1cc(=O)c(SC(=S)N2CCCC2)co1	93	94	86	98	94	103	77	97
Clc1ccc(C2CC(c3cccc(OCCCCOc4cccc(C5=NOC(c6ccc(Cl)cc6)C5)c4)c3)=NO2)cc1 (stereo not drawn)	44	67	91	88	94	88	69	57
COc1ccc(S(=O)(=O)NCCCNc2cc(-c3cn(C(C)(C)C)nc3-c3cccc(F)c3)ccn2)cc1	39	27	89	55	69	87	67	66

Compounds from the list above that contain a tert-butyl group (two):
SMILES	T-47D	K-562	HS 578T	BT-549	LOX IMVI	MDA-MB-231	MDA-MB-468	MCF7
CC(C)(C)OC(=O)N1CCN(c2nc3ccc(F)cc3c3c(=O)c4cc(F)ccc4sc23)CC1	92	110	90	93	93	93	102	100
COc1ccc(S(=O)(=O)NCCCNc2cc(-c3cn(C(C)(C)C)nc3-c3cccc(F)c3)ccn2)cc1	39	27	89	55	69	87	67	66

Later entries.
SMILES	T-47D	K-562	HS 578T	BT-549	LOX IMVI	MDA-MB-231	MDA-MB-468	MCF7
N#Cc1ccc(C(=O)C[n+]2cn(CC(=O)Nc3cccc4cccnc34)c3ccccc32)cc1	99	92	97	97	95	89	77	89
O=C(CCCCCSc1nc(-c2ccc(Cl)cc2)cc(-c2ccc(Cl)cc2)n1)NO	72	34	59	89	53	78	68	43
Clc1ccc2nc(C(Cl)(Cl)Cl)[nH]c2c1	103	123	115	108	97	77	114	98
CC(=O)Nc1cc(-c2ccccc2)ccc1O	87	100	93	nt	97	109	88	94
COc1ccc(Cc2nc3sc4c(c3c(=O)[nH]2)CCC4)cc1OC	72	77	401	144	108	71	nt	98
Nc1ncc(CNc2ccc(C(=O)O)cc2)c(N)n1	98	85	103	98	94	116	92	98
O=C(Cn1cc(COc2ncnc3c2cnn3-c2ccccc2)nn1)Nc1ccccc1Cl	92	106	85	83	100	85	82	90
CC1=CCC(=O)O1	89	nt	109	101	90	106	89	90
COc1ccc(NCC(=O)Nc2ccc(-c3nc4ccccc4s3)cc2)cc1	69	88	97	85	91	73	94	65
CCNc1nnc2n(-c3ccccc3)c(=O)c3cnn(-c4ccccc4)c3n12	57	98	108	69	95	106	116	91
C=CCOc1cccc(/C=C/C(=O)c2sc(Nc3cccnc3)nc2C)c1	61	29	100	44	33	95	47	19
COc1ccc(N2CCN(c3cc(Nc4nc(-c5cc(OC)c(OC)c(OC)c5)cs4)nc(C)n3)CC2)cc1	37	61	109	87	82	91	51	80

Ordered by SMILES length (lowest first): some entries from above.
SMILES	T-47D	K-562	HS 578T	BT-549	LOX IMVI	MDA-MB-231	MDA-MB-468	MCF7
CC(=O)Nc1cc(-c2ccccc2)ccc1O	87	100	93	nt	97	109	88	94
Clc1ccc2nc(C(Cl)(Cl)Cl)[nH]c2c1	103	123	115	108	97	77	114	98
CCNc1nnc2n(-c3ccccc3)c(=O)c3cnn(-c4ccccc4)c3n12	57	98	108	69	95	106	116	91
COc1ccc(N2CCN(c3cc(Nc4nc(-c5cc(OC)c(OC)c(OC)c5)cs4)nc(C)n3)CC2)cc1	37	61	109	87	82	91	51	80

Additional records
SMILES	T-47D	K-562	HS 578T	BT-549	LOX IMVI	MDA-MB-231	MDA-MB-468	MCF7
COc1cc(NCCCCN)c2ncccc2c1	92	104	99	91	95	89	102	93
S=C(Nc1ccccc1)Nc1cccc2ccccc12	83	116	79	105	100	78	87	86
COc1cc(-c2nn(-c3ccccc3)cc2-c2ccnc(NCCNS(=O)(=O)c3ccc(Cl)cc3)n2)ccc1Cl	4.7*	28	58	17	32	54	31	18
Cc1nn(-c2ccc(F)cc2)c2ncnc(Nc3ccc(NC(=O)Nc4cccc(C(F)(F)F)c4)cc3)c12	38	50	72	86	75	83	66	70
COc1ccc(/C=C2\SC(=O)N(Cc3cc(=O)oc4ccc(Cl)cc34)C2=O)cc1	82	91	112	97	99	101	101	98
COc1cc(-c2csc(NC(=O)c3cc(C(F)(F)F)cc(C(F)(F)F)c3)n2)cc(OC)c1OC	-16*	14	35	19	27	41	6.7*	18
C=CCNC(=S)/N=C\c1c(C)[nH]n(-c2ccccc2)c1=O	81	104	103	106	98	99	110	100
CCCCCC/C=C\CCCCCCCCOc1ccccc1CCOP(=O)(O)OCC[N+](C)(C)C	nt	97	98	96	90	93	94	90
CCOC(=O)c1cnc(SCC)[nH]c1=O	94	101	98	106	106	138	104	106
O=[N+]([O-])c1ccc(N/N=C/c2ccccc2)cc1	83	79	102	88	101	101	104	99
C#CC1(NC(=S)Nc2ccc(C)cc2)CCCCC1	91	99	105	98	93	102	105	99
COc1cc(-c2nc(C(=O)NCCCCC(=O)NO)nn2-c2ccc(Cl)cc2)cc(OC)c1OC	86	91	113	107	94	107	101	101
O=C1NC(=S)/C(=C/c2cn(-c3ccccc3)nc2-c2ccccc2)S1	0.3*	22	8.0*	-9.8*	29	40	22	3.3*
CSSSC	84	99	105	99	97	99	119	100
COc1cc(Nc2ncccc2NC(=O)c2cn(Cc3ccc(F)cc3)nn2)cc(OC)c1OC	98	106	91	111	95	88	103	97
CC(C)(C)NC1=C(Cl)C(=O)c2ccccc2C1=O	91	73	61	101	52	90	81	64
CCCc1ccc(-c2cc(/C=N\O)no2)cc1	69	95	89	nt	98	83	95	91
CC1=NN(c2nc(-c3ccccc3)c(C#N)c(=O)n2C)C(=O)C1N=Nc1c(C)n(C)n(-c2ccccc2)c1=O (stereo not drawn)	78	48	83	108	90	95	75	88
Cc1cc2nnn(Cc3cccc(NC(=O)CCCC(=O)O)c3)c2cc1C	95	96	93	104	96	103	106	98
O=[N+]([O-])c1cc(Cl)c(O)c(N=Nc2cc(S(=O)(=O)O)c3cccc4c3c2N=NN4)c1	101	93	99	105	100	104	107	97
CCCNCC(=O)Nc1ccc(C(=O)OC(C)(C)CC)cc1	103	101	105	77	100	102	102	103
O=C(Cc1ccc(/C=C/C(=O)c2ncc[nH]2)cc1)Nc1ccccc1	40	nt	81	54	10	71	22	9.9*
CCCCCCCCCCCCNP(=S)(NCCCCCCCCCCCC)NCCCCCCCCCCCC	95	101	98	102	99	109	100	93
O=C(/C=C1\C=CN(CCCCO)c2ccccc21)n1ccc2ccccc21	100	109	99	112	114	98	98	96
COc1ccc(-n2nc(C)c3c(Nc4ccc(NC(=O)Nc5ccc(Cl)c(C(F)(F)F)c5)cc4)ncnc32)cc1	1.9*	5.8*	-12*	17	-81*	-25*	-20*	1.4*
CC(=O)Nc1ccc2c(c1)/C(=C/C=C/c1ccc(N(C)C)cc1)c1ccccc1-2	35	52	103	96	56	65	90	73
OCC(CO)c1cnnc2ccccc12	106	107	84	95	nt	77	103	105
Cc1nn(-c2ccc(-c3ccc(OC(F)(F)F)cc3)cc2)c2nc(Cc3ccccc3)nc(N)c12	49	64	55	99	31	48	46	74
FC(F)(F)c1ccccc1-c1cn2c(ccc3ccccc32)n1	104	30	71	81	75	70	105	77
Cc1cc(N(CCCNc2ccnc3cc(Cl)ccc23)Cc2ccc3c(c2)OCO3)nc(N2CCOCC2)n1	0.4*	-6.2*	34	12	-24*	14	-14*	32
Cc1nccnc1N1CCCCC1	100&97	102	109&101	102&101	97&96	106&99	89	101&96
CCOC(=O)C1CN(CC)C(=O)C1=O (stereo not drawn)	nt	92	106	104	94	100	106	99
CN1CCN(c2ccc(Nc3nc(NCCNC(=O)c4ccc(C(F)(F)F)cc4)c4sccc4n3)cc2)CC1	-6.5*	nt	-8.1*	-14*	-94*	-36*	5.7*	-44*
CCOC(=O)CSc1c(-c2ccccc2)c2cc(Cl)ccc2[nH]c1=O	98	84	84	103	84	104	98	93
CS(=O)(=O)Nc1ccccc1	98	114	88	113	97	97	97	93
COc1nc2c(c(=O)[nH]1)C(c1cc3cc(C)ccc3[nH]c1=O)C1=C(CC(C)(C)CC1=O)N2 (stereo not drawn)	86	111	103	99	100	105	99	102
CCCCC[C@H]1CC=C2C(=O)C(Cl)=C[C@@H]2CC=CCCCC(=O)O[C@@H](CCCCC)CC=C2C(=O)C(Cl)=C[C@@H]2CC=CCCCC(=O)O[C@@H](CCCCC)CC=C2C(=O)C(Cl)=C[C@@H]2CC=CCCCC(=O)O1	61[8 µM]	28[8 µM]	78[8 µM]	68[8 µM]	15[8 µM]	53[8 µM]	50[8 µM]	30[8 µM]
NC(=S)Cc1ccccc1	101	97	102	110	0.4*	101	90	91
OCc1ncc(-c2cc(C(F)(F)F)cc(C(F)(F)F)c2)c(NC2CCCCCC2)n1	90	92	80	116	90	73	nt	90
COc1ccc2sc3c(NCCCNCCO)nc4ccccc4c3c(=O)c2c1	87	-28*	53	82	-99*	-13*	31	26
COc1ccc(OC)c(NC(=O)c2sc3nc4c(cc3c2N)C(=O)CCC4)c1	94	62	97	94	91	87	38	81
CCOC(=O)C(Cl)c1cccc(OC)c1OC (stereo not drawn)	100	94	116	106	89	106	94	82
Clc1ccc(OCc2nnc(-c3ccccc3Cl)o2)c(Cl)c1	86	77	99	100	93	95	106	80
CC1=C/C(=C\c2ccco2)C(=O)O1	94	111	107	98	98	109	106	100
COc1cc2ncnc(-n3ncc4cc(NC(=O)Nc5ccc(Cl)c(Cl)c5)ccc43)c2cc1OC	-0.7*	11	-5.0*	-27*	-78*	-74*	-71*	-35*

Whole records, quoted from the list. Order of values: T-47D | K-562 | HS 578T | BT-549 | LOX IMVI | MDA-MB-231 | MDA-MB-468 | MCF7
Results for `COc1ccc2sc3c(NCCCNCCO)nc4ccccc4c3c(=O)c2c1` : 87 | -28* | 53 | 82 | -99* | -13* | 31 | 26
Results for `CC1=C/C(=C\c2ccco2)C(=O)O1` : 94 | 111 | 107 | 98 | 98 | 109 | 106 | 100
Results for `CCCCC[C@H]1CC=C2C(=O)C(Cl)=C[C@@H]2CC=CCCCC(=O)O[C@@H](CCCCC)CC=C2C(=O)C(Cl)=C[C@@H]2CC=CCCCC(=O)O[C@@H](CCCCC)CC=C2C(=O)C(Cl)=C[C@@H]2CC=CCCCC(=O)O1` : 61[8 µM] | 28[8 µM] | 78[8 µM] | 68[8 µM] | 15[8 µM] | 53[8 µM] | 50[8 µM] | 30[8 µM]
Results for `CCOC(=O)C(Cl)c1cccc(OC)c1OC` (stereo not drawn) : 100 | 94 | 116 | 106 | 89 | 106 | 94 | 82
